Compound activity: PubChem BioAssay, several laboratories
CRFBP-R2 agonist = CRF-BP/CRF-R2 complex agonism. AID 588473. 0.46% of 350,000 active. activation, % at 13.2 µM. HEK293 CRF-R2/CRF-BP, calcium dye fluorescence (FLIPR); percent of saturating CRF peptide response;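 active means activation of at least 50%, plus an integration ratio under a set limit after plate pattern correction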;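 further: plate controls were neutral control wells without compound for no effect and CRF at EC100 for full effect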
CHRM4 agonist = CHRM4 agonism in calcium assay; CHO-K1 hM4/Gqi5, Fluo-8 calcium fluorescence; vehicle 0%, full acetylcholine response 100%; activation, % at 3 µM; 0.14% of 360,000 active; AID 624127; P08173;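 active means activation above the run mean over all test wells plus 3 SD, cut at about 32% in these data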;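 further: peak over basal fluorescence ratio per well then scaled between controls; 0% = DMSO wells and 100% = acetylcholine at EC100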
CHRM4 antagonist = blocks acetylcholine activation of human M4 receptor; P08173; CHO-hM4 cells, ACh EC80, Fluo-8 calcium fluorescence; inhibition, % at 3 µM; 0.73% of 360,000 active;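 active means inhibition above its plate's cutoff, the mean inhibition of sample wells plus 3 SD, cut at about 27% in these data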;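 further: 0% = acetylcholine EC80 with DMSO and 100% = DMSO without agonist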
CRFBP-R2 block = CRF-BP/CRF-R2 complex antagonism; HEK293 CRF-R2/CRF-BP, CRF-induced calcium fluorescence; inhibition, % at 11.8 µM; 0.59% of 350,000 active;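 active means inhibition of the ligand-induced calcium signal above about 50% at the single tested concentration, limit read from the data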
CHRM5 PAM = CHRM5 positive allosteric modulation. P08912. CHO-K1 hM5, Fluo-8 calcium, ACh EC20 PAM; 0% = ACh EC20, 100% = ACh EC100. 0.3% of 360,000 active. activation, % at 3 µM;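 active means activation above the run cutoff, the mean activation of all test compounds plus 3 SD, cut at about 18% in these data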
Target sequence (P08912 whole entry, looked up): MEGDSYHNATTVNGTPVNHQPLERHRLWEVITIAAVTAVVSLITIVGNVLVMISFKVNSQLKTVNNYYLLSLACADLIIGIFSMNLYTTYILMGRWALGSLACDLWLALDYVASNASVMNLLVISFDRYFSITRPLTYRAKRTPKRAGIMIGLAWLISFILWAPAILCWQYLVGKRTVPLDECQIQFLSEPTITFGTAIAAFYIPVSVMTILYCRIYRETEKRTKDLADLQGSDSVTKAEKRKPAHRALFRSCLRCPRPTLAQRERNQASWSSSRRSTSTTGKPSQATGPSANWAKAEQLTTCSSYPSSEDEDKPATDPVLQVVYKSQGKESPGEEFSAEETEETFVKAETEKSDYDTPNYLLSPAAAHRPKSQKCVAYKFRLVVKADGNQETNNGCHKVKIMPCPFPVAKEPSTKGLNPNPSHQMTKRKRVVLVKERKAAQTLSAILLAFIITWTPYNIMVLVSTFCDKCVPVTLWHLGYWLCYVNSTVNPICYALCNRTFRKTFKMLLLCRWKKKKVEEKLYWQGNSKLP
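Assay system: CHO-K1 hM5 cells. Also added: acetylcholine at EC20 concentration, added after compound. Dosing: 3 µM, single dose. Times: compound preincubation 140 s before EC20 acetylcholine addition. Signal: Fluo-8 calcium fluorescence. Measure: % activation relative to EC20 and EC100 ACh responses. Repeats: singlicate, one well per test compound.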
IDE inh = cellular human IDE inhibition; P14735; HEK cells, FAbetaB cleavage, fluorescence polarization; inhibition, % at 5.59 µM; 0.41% of 320,000 active; AID 434962;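 active means percent inhibition above the average of all tested compounds plus 3 SD, set per screening campaign, cut at about 16% in these data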;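 further: IDE supplied by intact live HEK cells; FP after avidin binding of uncleaved biotin substrate so inhibition keeps polarization high; 0% = DMSO wells and 100% = 60 µM reference IDE inhibitor Ii1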
M5 antag = blocks acetylcholine activation of human M5 receptor; P08912; CHO-hM5 cells, Fluo-8 calcium fluorescence, ACh EC80; inhibition, % at 3 µM; 0.59% of 360,000 active; AID 624040;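 active means inhibition above a per-plate cutoff, the mean of that plate's test compounds plus 3 SD, cut at about 27% in these data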;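 further: 0% = acetylcholine EC80 with DMSO and 100% = DMSO without agonist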
CHRM4 PAM = potentiates acetylcholine response at human M4 receptor. P08173. CHO-K1 hM4/Gqi5, Fluo-8 calcium fluorescence, ACh EC20; 0% = ACh EC20, 100% = maximal ACh. activation, % at 3 µM. 0.4% of 360,000 active. AID 624126;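 active means activation above its plate's cutoff, the mean activation of sample wells plus 3 SD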; further: some results filed as inactive read as strong as hits
M5 ag = CHRM5 agonism in calcium assay. 0.19% of 360,000 active. CHO-K1 hM5 cells, Fluo-8 calcium fluorescence; 0% DMSO wells, 100% maximal acetylcholine response. P08912. AID 624037. activation, % at 3 µM;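 active means activation above the run's mean over test compounds plus 3 SD, cut at about 23% in these data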;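 further: signal is peak over basal fluorescence ratio across the kinetic read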
* = called active by the depositor; . = not tested or not shown.

#1 O=S(=O)(c1cccc(-c2nnc(SCc3ccc(Cl)cc3)o2)c1)N1CCCCC1
#2 CCOc1cc(NC(=O)C2CC2)c(OCC)cc1NC(=O)c1ccccn1
#3 CCOc1ccc(NC(=O)[C@@H]2CCC(=O)N2C2OC(=O)c3ccccc32)cc1 (some centres not stated)
#4 Cc1ccc(-n2nc3c(c2NC(=O)c2cccs2)CSC3)cc1
#5 Cc1cc(SCc2ccccc2F)nc(=O)[nH]1
#6 Cc1ccc(-c2cc(C(=O)NCc3ccco3)c3ccccc3n2)s1
compound no.	1	2	3	4	5	6
CRFBP-R2 agonist	12	-4.5	-1.5	5.2	-0.4	1.8
CHRM4 agonist	1	1	1	1	0	4
CHRM4 antagonist	-5	2	0	-1	-10	-7
CRFBP-R2 block	-5	8	-4	-11	-7	9
CHRM5 PAM	0	2	-8	-5	0	-7
IDE inh	6	-1	-3	3	3	0
M5 antag	1	-3	4	5	1	-1
CHRM4 PAM	4	-11	3	-3	7	-2
M5 ag	1	-1	2	3	0	-1

#7 COc1ccc(C(=O)COC(=O)c2cccc(-n3cnnn3)c2)c(OC)c1
#8 CCN1CCN(CCC(=O)Nc2ccc(Br)cc2)CC1
#9 CCOC(=O)c1c(C)n(CCO)c2ccc(O)cc12
#10 COc1ccccc1CCN1CCCC(CN(C)C(=O)c2ccc3nc[nH]c3c2)C1 (configuration not stated)
#11 Cc1ccccc1C(=O)N1CCC(C(=O)Nc2ccc(S(=O)(=O)N3C(C)CCCC3C)cc2)CC1 (configuration not stated)
#12 CCCCN1C(=O)CC(C(=O)OCC)=C1C
compound no.	7	8	9	10	11	12
CRFBP-R2 agonist	0.9	1.3	-4.8	0.1	0.4	-1.1
CHRM4 agonist	9	2	0	-1	6	0
CHRM4 antagonist	-21	-7	-2	20	7	-11
CRFBP-R2 block	-5	-4	-5	-6	-7	26
CHRM5 PAM	-4	-1	-8	-2	-4	3
IDE inh	4	3	6	-6	.	.
M5 antag	3	9	4	11	6	-7
CHRM4 PAM	1	4	0	-9	0	3
M5 ag	-2	3	-4	-7	3	1

#13 CCOc1ccc(N2C(=O)CC(N)C2=O)cc1 (configuration not stated)
#14 O=C(N1CCOCC1)N1CCN(S(=O)(=O)c2ccccc2)C1
#15 CCc1cccc(C)c1NC(=O)Cn1nc(C)n2cccc2c1=O
#16 CN(CC(=O)Nc1cccc(F)c1)C(=O)c1cc(S(=O)(=O)N2CCCCC2)ccc1N1CCOCC1
#17 Cc1cc(C)n(C(=O)CN(C)S(=O)(=O)c2ccc([N+](=O)[O-])cc2)n1
#18 c1cc2nncn2nc1N1CCCC1
compound no.	13	14	15	16	17	18
CRFBP-R2 agonist	0.1	6.2	-0.8	1.3	-4.2	1.0
CHRM4 agonist	0	1	1	0	5	0
CHRM4 antagonist	-9	0	6	0	-16	7
CRFBP-R2 block	4	-1	3	-5	-2	-18
CHRM5 PAM	4	0	-10	8	-8	-3
IDE inh	9	-2	5	4	3	-1
M5 antag	-9	2	25	-1	14	-8
CHRM4 PAM	4	6	1	4	-4	2
M5 ag	-1	0	-6	3	-3	-7

#19 O=C(O)C(Cc1c[nH]c2ccccc12)NS(=O)(=O)c1ccc(Br)cc1 (configuration not stated)
#20 COc1cccc(/C=N/NC(=O)c2cc3c(OC)cccc3[nH]2)c1OC
#21 Cc1ccc(CNC(C)c2ccccc2)cc1 (configuration not stated)
#22 CCCCN(C(=O)C1CC(=O)N(CCc2ccc(OC)c(OC)c2)C1)c1c(N)n(CCCC)c(=O)[nH]c1=O (configuration not stated)
#23 COc1ccccc1NC(=O)Cn1nc(C(F)(F)F)c2c1CCCC2
#24 Cn1c(=O)c2c(nc(Br)n2CCSc2ncccn2)n(C)c1=O
compound no.	19	20	21	22	23	24
CRFBP-R2 agonist	-0.2	-0.4	-0.8	-0.3	0.1	1.7
CHRM4 agonist	1	9	1	0	-3	2
CHRM4 antagonist	-2	0	0	-4	-7	7
CRFBP-R2 block	-5	-18	-13	7	6	-2
CHRM5 PAM	-4	-10	3	-2	0	0
IDE inh	8	3	3	10	13	2
M5 antag	3	10	-4	8	1	0
CHRM4 PAM	-1	-4	1	8	3	-2
M5 ag	-4	2	-2	1	-6	-4

Single values from the list.
COc1cccc(/C=N/NC(=O)c2cc3c(OC)cccc3[nH]2)c1OC in CHRM5 PAM = -10
O=C(O)C(Cc1c[nH]c2ccccc12)NS(=O)(=O)c1ccc(Br)cc1 (configuration not stated) in CHRM4 agonist = 1

(next part)
#25 Cn1c(Cc2ccccc2)nnc1SCC(=O)N1CCOCC1
#26 O=C(NCCc1ccccc1)C(=O)NCC1(c2ccccc2)CCCC1
#27 Cc1c(C(=O)NCc2ccco2)oc2c(Cl)cccc12
#28 COc1ccc(S(=O)(=O)NCCC(=O)OCC(=O)c2ccc[nH]2)cc1[N+](=O)[O-]
#29 CN(C(=O)c1cc2ccccc2cc1O)C1CCCCC1
#30 S=c1[nH]nc(-c2cc(-c3ccccc3)n[nH]2)n1/N=C/c1cccs1
compound no.	25	26	27	28	29	30
CRFBP-R2 agonist	-0.5	-1.3	0.7	-1.1	1.2	-0.2
CHRM4 agonist	2	0	1	2	1	0
CHRM4 antagonist	-2	10	-4	-2	0	3
CRFBP-R2 block	-10	-7	2	1	-12	-11
CHRM5 PAM	-1	4	2	-4	2	-2
IDE inh	3	-5	0	0	-7	8
M5 antag	0	-4	3	-1	5	5
CHRM4 PAM	5	-2	11	0	-1	-9
M5 ag	-2	-1	0	4	-3	2

Sorted by SMILES length (low to high): part of the list above.
#29 CN(C(=O)c1cc2ccccc2cc1O)C1CCCCC1
#27 Cc1c(C(=O)NCc2ccco2)oc2c(Cl)cccc12
#24 Cn1c(=O)c2c(nc(Br)n2CCSc2ncccn2)n(C)c1=O
#28 COc1ccc(S(=O)(=O)NCCC(=O)OCC(=O)c2ccc[nH]2)cc1[N+](=O)[O-]
compound no.	29	27	24	28
CRFBP-R2 agonist	1.2	0.7	1.7	-1.1
CHRM4 agonist	1	1	2	2
CHRM4 antagonist	0	-4	7	-2
CRFBP-R2 block	-12	2	-2	1
CHRM5 PAM	2	2	0	-4
IDE inh	-7	0	2	0
M5 antag	5	3	0	-1
CHRM4 PAM	-1	11	-2	0
M5 ag	-3	0	-4	4

Next part
#31 CC(=O)N/C(=C\c1ccc2c(c1)OCO2)C(=O)NC(C(=O)O)c1ccccc1 (configuration not stated)
#32 Cc1ccccc1N1C(=O)CC(N2CCN(C(=O)c3ccco3)CC2)C1=O (configuration not stated)
#33 O=C(CSc1ccc2nnc(-c3ccc(Cl)cc3)n2n1)N1CCCC1
#34 CCOc1ccc(NS(=O)(=O)c2coc(C(N)=O)c2)cc1
#35 CCc1nnc(NS(=O)(=O)c2ccc(NC(=O)OC)cc2)s1
#36 Cc1ccc([N+](=O)[O-])cc1S(=O)(=O)N1CCCC1
compound no.	31	32	33	34	35	36
CRFBP-R2 agonist	-1.7	0.5	2.9	0.2	7.0	-2.0
CHRM4 agonist	0	1	1	0	1	0
CHRM4 antagonist	5	-5	-4	-4	-18	11
CRFBP-R2 block	3	5	-9	-27	9	18
CHRM5 PAM	8	0	-2	-2	4	-1
IDE inh	-1	-2	4	-4	0	8
M5 antag	-9	-7	2	-2	-14	2
CHRM4 PAM	16	3	8	6	10	-3
M5 ag	-2	-1	1	2	-1	-2

#37 Cc1ccc(C)c(S(=O)(=O)Nc2cc3c4c(c2)CCC(=O)N4CCC3)c1
#38 Clc1cccc(Cl)c1CN1CCN(c2ncccn2)CC1
#39 Cc1cc(NC(=O)CCC(=O)N(c2ccccc2)C(C(=O)NC2CCCC2)c2cccs2)no1 (configuration not stated)
#40 CSc1nnc(-c2cnccn2)n1Cc1ccccc1
#41 COc1cc(C(=O)N2CCN(c3ccccc3OC)CC2)c([N+](=O)[O-])cc1OC
#42 COC(=O)[C@@]12C[C@@H](CC(=O)N3CCN(C(=O)c4ccco4)CC3)C(=O)N(Cc3ccccc3)C1=CCC(C)(C)C2
compound no.	37	38	39	40	41	42
CRFBP-R2 agonist	-1.3	-1.4	-2.3	-0.8	-1.2	.
CHRM4 agonist	6	-1	2	1	1	6
CHRM4 antagonist	12	-21	-5	2	0	-13
CRFBP-R2 block	5	2	15	7	-4	.
CHRM5 PAM	-13	-7	3	0	-7	-5
IDE inh	-12	.	6	1	-1	.
M5 antag	3	-3	-1	2	-7	9
CHRM4 PAM	-5	2	-1	3	-7	2
M5 ag	0	-1	-7	1	-1	1

#43 C=CCN1C(c2ccccc2)=CS/C1=C(\C#N)c1nnc2n1CCCCC2
#44 Cc1cc(C)n(-c2nc(NCCCN(C)C)c3c4c(sc3n2)COC(C)(C)C4)n1
#45 O=C(COc1ncnc2sccc12)N1CCN(c2ccccc2)CC1
#46 COCc1cc(C)nc2sc(C(=O)Nc3ccc(C(=O)OC)cc3)c(N)c12
#47 Cc1ccc(S(N)(=O)=O)cc1NC(=O)C(c1ccccc1)c1ccccc1
#48 CN(c1ccccc1)S(=O)(=O)c1cccc(NC(=O)C2=NN(c3ccccc3)C(=O)CC2)c1
#49 Fc1ccc(CNc2nc(-c3ccco3)cc(C(F)(F)F)n2)cc1
#50 NC(=O)CSc1nc2ccc([N+](=O)[O-])cc2[nH]1
compound no.	43	44	45	46	47	48	49	50
CRFBP-R2 agonist	-1.3	-0.6	-0.3	-0.3	-0.8	0.6	0.0	2.2
CHRM4 agonist	1	1	1	1	2	16	-1	1
CHRM4 antagonist	-2	-6	1	-10	0	5	1	6
CRFBP-R2 block	27	-7	8	-11	1	-3	-18	4
CHRM5 PAM	-5	11	10	0	-3	-21	-5	4
IDE inh	0	0	3	2	-4	2	-5	0
M5 antag	14	-5	-8	-2	-4	16	-6	6
CHRM4 PAM	-6	3	9	9	-1	-8	-5	-4
M5 ag	1	-18	7	-3	1	0	-11	-1
